Bcl-B displacement – displacers of TR3 peptide from Bcl-B, primary screen, selectivity assay for Bfl-1 inhibitor project, biochemical, fluorescence polarization. AID 748. FP displacement of FITC-TR3 peptide from Bcl-B; higher % means a stronger effect. hit rate 0.11% among 96,000. one-dose displacement, % at 20 µM; IC50 in µM for titrated hits;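 active means displacement above 50% at 20 µM plus a fluorescence interference ratio under 1.5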;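 further: plate controls were wells without compound for no effect and wells lacking Bcl-B protein for full effect; a part of the inactive calls stands beside numbers as strong as those of hits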
PLAP inhibitors HTS – inhibition of human placental alkaline phosphatase – biochemical, luminescence, HTS (AID 690); purified PLAP, luminescent substrate; higher % means a stronger effect; hit rate 0.08% among 96,000; one-dose inhibition, % at 20 µM; IC50 in µM for titrated hits; in the data active means a potency from the dose series; inactive means the rest, 99 in 100 with inhibition below about 30%; further: strong numbers were not always called active
NFkB transloc inh – blocks IL-1B driven NFkB nuclear translocation in HUVEC cells | HUVEC IL-1B NFkB p65 nuclear translocation imaging | inhibition, % at 2 µM | hit rate 0.43% among 94,000;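 active means inhibition above about 30% together with a positive call from visual inspection of the well image, limit read from the data; inconclusive means inhibition above a set limit but visual check negative; inactive means inhibition not above a set limit, visual check negative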;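 further: nuclear over cytoplasmic p65 intensity ratio measured by imaging; 0% = IL-1B stimulated DMSO wells and 100% = unstimulated DMSO wells; values of inactives mirror those of a sister screen read the other way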
NFkB transloc pot – enhances IL-1B driven NFkB nuclear translocation; HUVEC IL-1B NFkB p65 nuclear translocation imaging; AID 819; hit rate 0.3% among 94,000; activation, % at 2 µM;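 active means activation above 40%, about the mean plus 3 SD, also judged a hit on visual image review; inconclusive means activation above 40% but not a hit on visual review; inactive means activation not above 40% and no visual hit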;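 further: percent activation is computed from the nuclear over cytoplasmic p65 intensity ratio; values of inactives mirror those of a sister screen read the other way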
MRP reversal – compounds reversing MRP-mediated drug resistance. H69AR cells + 2 uM doxorubicin, CellTiter-Glo, 72 h. differential viability (reversal), % at 10 µM. hit rate 0.04% among 85,000. AID 602;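 active means viability drop by adding the cancer drug above about 55%, with treated viability meeting a 40% cutoff, limit read from the data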;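 further: viability without doxorubicin minus viability with 2 µM doxorubicin for each compound; larger differential means the compound sensitizes cells more to doxorubicin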
MRP reversal cytotoxicity – also measured in MRP reversal; calls as there; viability, %; H69AR cells, CellTiter-Glo, 72 h; measured here: cytotoxicity without doxorubicin
MRP reversal with doxorubicin – also measured in MRP reversal; calls as there; viability, %; measured here: viability with 2 uM doxorubicin; stronger effect = lower value
NFkB transloc inh cell count 2 µM – second read-out of NFkB transloc inh, no call of its own (marks repeat the call); cell count; measured here: cells passing quality filter;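 raw number of nuclei counted in each imaged well without normalization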
NFkB transloc pot cell count 2 µM – second read-out of NFkB transloc pot, no call of its own (marks repeat the call); cell count; measured here: cells passing quality filter
* hit, by the source's call; ? = inconclusive; . = no result given.

SMILES	Bcl-B displacement	PLAP inhibitors HTS	NFkB transloc inh	NFkB transloc inh cell count 2 µM	NFkB transloc pot	NFkB transloc pot cell count 2 µM	MRP reversal	MRP reversal cytotoxicity	MRP reversal with doxorubicin
CN(CCCNC(=O)c1cn(C)c2ccc(S(=O)(=O)N(C)C)cc2c1=O)c1ccccc1	0%	-27%	5	33	-5	33	18	87	69
Cc1noc(C)c1CSc1ccccc1C(=O)N1CCN(c2ccccc2)CC1	.	.	-27	143	27	143	4	87	83
Cc1cc(NC(=O)COC(=O)[C@H](Cc2c[nH]c3ccccc23)NC(=O)c2ccc(F)cc2)no1	-11%	1%	-8	170	8	170	10	98	89
CN(C)S(=O)(=O)c1cccc(C(=O)N2CCc3ccccc32)c1	-3%	13%	-6	123	6	123	4	86	83
CCOC(=O)C1CCCN(C(=O)c2cn(CC)c3ccc(S(=O)(=O)N4CCCC4)cc3c2=O)C1 (stereo not drawn)	-6%	-34%	-12	101	13	101	.	.	.
COc1ccc(N(C(=O)c2cccc([N+](=O)[O-])c2)S(=O)(=O)c2ccc3c(c2)n(C)c(=O)n3C)cc1	-16%	-37%	-29	141	-1	160	.	.	.
O=C(O/N=C\c1ccc(N2CCCCC2)c([N+](=O)[O-])c1)c1cccc(C(F)(F)F)c1	35%	3%	2	177	-2	177	.	.	.
O=C(CN1CCC(n2nnc3ccccc32)CC1)NCc1cccs1	-3%	12%	1	172	-1	172	11	93	81
CCN(c1ccc(OC)cc1)c1ncnc2nc[nH]c12	-5%	-71%	-8	51	8	51	7	99	92
COCCNC(=O)c1ccccc1NC(=O)c1ccc(OC)c(OC)c1	-13%	-6%	.	.	.	.	9	84	75
Cc1ccc2nc(SCC(=O)Nc3ccccc3N3CCOCC3)c(C#N)cc2c1	.	.	9	105	-9	105	-21	24	45
CC(NCCO)C(=O)C12CC3CC(CC(C3)C1)C2 (stereo not drawn)	-2%	9%	-8	185	8	185	-1	86	86
COc1cccc(C(=O)Nc2ccc(NC(=O)C(C)C)nc2)c1	-1%	18%	-4	128	4	128	1	88	87
CCCCc1cc(=O)oc2c(CN(C)C)c(O)c(Cl)cc12	4%	-52%	-6	133	6	133	-3	89	92
CC(=O)NC(CCS(C)(=O)=O)C(=O)N1CCc2ccccc21 (stereo not drawn)	-2%	3%	0	73	1	73	-9	92	101
O=C(O)CNc1nc(Cl)ccc1[N+](=O)[O-]	14%	8%	2	134	-2	134	0	82	82
CN(C)S(=O)(=O)c1ccc(N2CCOCC2)nc1	5%	-5%	-21	128	21	128	-6	109	116
CN(C)CCCN1c2ccccc2Sc2ccc(Cl)cc21	17%	-49%	-4	152	4	152	-30	20	50
N#CCCN1CCN(S(=O)(=O)c2ccc(S(=O)(=O)NCC3CCCO3)cc2)CC1 (stereo not drawn)	1%	-22%	.	.	.	.	9	97	88
Cc1[nH]c2ccccc2c1C(=O)CSc1ncn[nH]1	.	.	-6	141	6	141	.	.	.
CN(C)/C=N/c1nc2ccc3c(c2s1)CCCC3	-1%	-49%	-13	132	13	132	18	95	76
CC1CN(S(=O)(=O)c2cccc(-c3csc(-c4ccccc4)n3)c2)CC(C)O1 (stereo not drawn)	-1%	-54%	6	205	-6	205	-8	69	78
CS(=O)(=O)N(CC(=O)N1CCN(C(c2ccccc2)c2ccccc2)CC1)C1CCCCC1	0%	-81%	2	67	-2	67	4	97	93
CCN(CC)c1ncnc2c1sc1nc(C)cc(C)c12	-19%	-15%	-8	149	8	149	-6	79	85
COc1cccc(OCCOc2ccccc2OC(C)C)c1	10%	1%	-26	70	26	70	20	100	80
Next section
SMILES	Bcl-B displacement	PLAP inhibitors HTS	NFkB transloc inh	NFkB transloc inh cell count 2 µM	NFkB transloc pot	NFkB transloc pot cell count 2 µM	MRP reversal	MRP reversal cytotoxicity	MRP reversal with doxorubicin
COC(=O)CN1C(=O)C(C)=C(c2ccc(C)cc2)S1(=O)=O	-8%	-1%	.	.	.	.	.	.	.
C=CCNc1nc(Nc2ccc(OC)cc2)nc(OCC)n1	-5%	32%	2	130	6	64	13	97	84
CCOC(=O)C1=C(N)Oc2c(oc(CO)cc2=O)C1c1c(F)cccc1Cl (stereo not drawn)	-16%	-56%	2	118	-2	118	-12	84	96
O=C1c2cccnc2C(=O)N1Cc1cccs1	-4%	14%	-4	182	4	182	9	94	85
Cc1ccc(S(=O)(=O)N2CCN(S(=O)(=O)N3CCOCC3)CC2)cc1C	-2%	-4%	1	99	-1	99	12	92	80
COc1cc(CNCC(O)c2ccccc2)ccc1OCc1ccc(Cl)nc1 (stereo not drawn)	-19%	-76%	28	178	-28	178	.	.	.
O=C(Cn1c(=O)oc2ccccc21)NC(=O)NCc1ccccc1	-1%	6%	1	158	-1	158	17	98	81
Nc1nonc1-c1nc2ccccc2n1CCC(=O)O	-25%	1%	4	89	-4	89	22	109	87
O=C(Nc1ccc2c(c1)CCC2)c1cc(S(=O)(=O)N2CCN(c3ccccc3)CC2)ccc1Cl	-185%	-30%	-6	118	6	118	.	.	.
CCC(=O)N1c2ccc(S(=O)(=O)CCC(=O)N3CCn4c3nc3ccccc34)cc2CC1C (stereo not drawn)	1%	-11%	13	110	-13	110	0	2	2
O=C(C1CCN(S(=O)(=O)c2cccc3nsnc23)CC1)N1CC=C(c2ccccc2)CC1	-6%	-46%	7	186	-7	186	-25	45	70
CCOc1cccc(NC(=O)C2CCCN(S(=O)(=O)c3ccc(OC)cc3)C2)c1 (stereo not drawn)	1%	-44%	.	.	.	.	-29	62	91
c1nc(NC2CCCCC2)c2[nH]cnc2n1	-5%	-71%	.	.	.	.	6	87	81
CC1Oc2ccccc2C=C1C1/C(=C(/O)c2ccccc2)C(=O)C(=O)N1CCCN(C)C (stereo not drawn)	2%	-26%	8	89	-8	89	14	106	92
O=C(Cn1c(=O)sc2ccccc21)Nc1ccccc1C(=O)O	0%	-2%	-8	156	9	156	-6	86	92
CCCN(CCC(=O)Nc1cc(OC)cc(OC)c1)CC1CC1	-7%	1%	4	91	-4	91	3	91	88
Cc1c(Nc2nc3ccccc3nc2NS(=O)(=O)c2cccs2)c(=O)n(-c2ccccc2)n1C	18%	-50%	-6	186	6	186	-3	86	89
CSc1nccc(-c2cc(Cl)sc2Cl)n1	8%	-8%	1	157	-1	157	-11	76	86
CCCCNC(=O)Nc1ccnn1C1CCCCC1	-10%	-19%	.	.	.	.	-1	110	110
c1ccc(CSc2nnc(-c3ccccn3)n2-c2ccccc2)cc1	-9%	19%	-11	166	11	166	.	.	.
Oc1ccc2ccccc2c1CNn1cnnc1	-4%	-7%	-10	154	10	154	.	.	.
CSc1nc(-c2ccco2)nn1S(C)(=O)=O	-9%	25%	-4	118	4	118	4	98	94
Cc1cccc(-n2c(O)c(C=NC3CCS(=O)(=O)C3)c3ccccc3c2=O)c1 (stereo not drawn)	-5%	5%	-10	145	10	145	2	72	70
CCn1ncc(C2=NOC(C(=O)Nc3ccc(C)cc3)C2)c1C (stereo not drawn)	-7%	5%	-9	201	9	201	18	108	91
CCOC(=O)N1CCC(n2c(SCC(=O)NCCC3=CCCCC3)nc3ccccc3c2=O)CC1	-7%	-51%	-8	80	8	80	-19	26	45

Ordered by value in NFkB transloc pot cell count 2 µM (high to low): three from the list above
canonical_smiles,NFkB transloc pot cell count 2 µM
Cc1c(Nc2nc3ccccc3nc2NS(=O)(=O)c2cccs2)c(=O)n(-c2ccccc2)n1C,186
CSc1nc(-c2ccco2)nn1S(C)(=O)=O,118
CC1Oc2ccccc2C=C1C1/C(=C(/O)c2ccccc2)C(=O)C(=O)N1CCCN(C)C (stereo not drawn),89

Following part
SMILES	Bcl-B displacement	PLAP inhibitors HTS	NFkB transloc inh	NFkB transloc inh cell count 2 µM	NFkB transloc pot	NFkB transloc pot cell count 2 µM	MRP reversal	MRP reversal cytotoxicity	MRP reversal with doxorubicin
NC(=O)COc1ccc(/C=N/NC(=O)C2CCCN2S(=O)(=O)c2ccc(Cl)cc2)cc1 (stereo not drawn)	-2%	-79%	18	134	-18	134	.	.	.
CCOC(=O)c1[nH]c(Cc2[nH]c(C(=O)OCC)c(C)c2CCC(=O)OC)c(CCC(=O)OC)c1C	-10%	-22%	0	140	0	140	2	81	79
Cc1cc(C)cc(N(CC(=O)N2CCN(c3ccccc3)CC2)S(=O)(=O)c2c(C)noc2C)c1	9%	-70%	4	164	-4	164	-2	76	78
CSc1nc(C)cc(OCCO)n1	-1%	-5%	13	163	-13	163	10	106	96
CC12COC3(C(=O)Nc4ccc(Cl)cn4)CC1CCC32C (stereo not drawn)	-2%	-22%	-4	133	4	133	-3	85	89
Cc1ccc2nc(-c3ccc(NC(=O)C4CCCO4)cc3)[nH]c2c1 (stereo not drawn)	2%	-35%	-1	169	1	169	-10	76	86
CCS(=O)(=O)NCc1cn2c(C)csc2n1	1%	2%	-11	195	11	195	-4	80	84
COC(=O)COC(=O)c1ccc(-n2nnnc2SC)cc1	-7%	14%	4	138	-4	138	-5	102	107
CC(C)c1ccc(NC(=O)CSc2nc3c(c(=O)[nH]2)CCC3)cc1	-2%	-26%	.	.	.	.	-4	108	112
COc1ccc(N2C(=O)C3CCCN3C2c2ccccc2)cc1 (stereo not drawn)	3%	-17%	11	157	-11	157	4	94	90
CS(=O)(=O)N(CC(=O)N1CCCC1)c1cccc(Cl)c1Cl	2%	-6%	0	99	0	99	3	104	101
Cc1ccc(-c2nc3ccccc3n3c(C)nnc23)cc1	5%	13%	8	110	-8	110	.	.	.
CCOC(=O)c1ccc(N2C(=O)C(C)=C(C)C2=O)cc1	14%	0%	-1	150	1	150	7	96	89
O=C1c2ccccc2C(=O)N1Cc1ccco1	-16%	12%	-10	157	10	157	-17	92	110
CN(C)/N=C/C=C1\CC/C(=C\c2ccc(Br)cc2)C1=O	-205%	38%	-12	129	12	129	-27	24	51
O=C(O)CCC(=O)NCc1ccc2[nH]c3c(c2c1)CCCC3	7%	-27%	.	.	.	.	-20	97	117
CSc1ccc(-c2c(C#N)c(N)nc3c2CCCC3)cc1	-33%	37%	-2	117	2	117	4	87	83
COc1ccc(OC)c(NC(=O)C2CCN(c3nc(C)cc(C)n3)CC2)c1	6%	-1%	-11	177	11	177	-7	86	93
COc1ccc(C(=O)C[n+]2ccc3c(c2)nc(-c2ccc(OC)cc2OC)n3C)cc1	3%	3%	-65	160	?	.	.	.	.
COc1ccc(N(CC(=O)Nc2cc(C)on2)S(=O)(=O)c2cc(C)ccc2C)cc1	-20%	-42%	.	.	.	.	-26	52	77
COc1ccc(-c2c(NC(=O)c3ccco3)n(C)c3ccccc3c2=O)cc1	-7%	8%	-17	173	17	173	2	91	89
O=S(=O)(c1ccc2oc3ccc(S(=O)(=O)N4CCCCC4)cc3c2c1)N1CCCCC1	-7%	11%	.	.	.	.	-2	87	90
COc1ccc2cc(CN(Cc3cccnc3)Cc3nnnn3Cc3ccccc3)c(=O)[nH]c2c1	1%	-58%	-17	60	17	60	.	.	.
CC(=O)Nc1cccc(Oc2ccc3c(c2)C(=O)N(CCC(=O)O)C3=O)c1	-1%	-32%	-9	127	9	127	8	87	79
CCC(=O)N=C1SC2CS(=O)(=O)CC2N1c1cccc(OC)c1 (stereo not drawn)	7%	18%	0	191	0	191	-9	75	84
CCOc1ccc(N(CC(N)=O)S(=O)(=O)c2ccc(F)cc2)cc1	1%	-1%	6	86	-6	86	-10	91	101
O=C(CN1CCCC1)N1c2ccccc2Sc2ccc(C(F)(F)F)cc21	.	.	-4	90	4	90	6	89	83
Cc1ccc(N(C(C)C(=O)Nc2ccccc2C(=O)N2CCOCC2)S(C)(=O)=O)cc1C (stereo not drawn)	-7%	9%	-23	122	23	122	2	88	86

This is a subset; count on the stated rates, not on these rows.
